# PglD DTNB = C. jejuni PglD acetyltransferase inhibitors, primary screen, biochemical, DTNB colorimetric, single point | UDP-N-acetylbacillosamine N-acetyltransferase PglD (Campylobacter jejuni) | purified PglD enzyme, DTNB colorimetric CoA detection | inhibition, % at 12.5 µM | 0.098% of 360,000 active | AID 602405, 2012; in the data active means inhibition above about 16%, passing the limit was not always enough; further: strong numbers were not always called active
# PGC1a acetyl inh = inhibitors of PGC1a acetylation signal, primary screen, cell-based, U2OS, AlphaScreen, inhibitor mode | AlphaScreen anti-acetyl-lysine; with virally co-expressed GCN5 acetyltransferase | 0.17% of 350,000 active | AID 651687, 2012 | inhibition, % at 15.6 µM;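 active means every replicate shows inhibition of at least 40%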;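 further: 0% = neutral control wells and 100% = positive control wells; some results beyond the cut were filed as inactive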
# F508del corr = F508del CFTR correction, initial screen, CFBE line, single point. CFBE cells, YFP halide quenching; stimulated with forskolin plus potentiator P3; % fluorescence drop versus neutral controls. activity (quench increase), % at 7.58 µM. 0.36% of 350,000 active;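 active means mean added fluorescence quench of at least 8% versus neutral control, with both replicates also reaching 8%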;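 further: cells transiently co-express mutant CFTR-F508del with the halide-sensitive YFP; corrector assay measuring rescue of mutant channel to the surface after 24 h compound exposure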
# miR122 inh = miR-122 Renilla sensor signal increase in Huh7, primary screen, miR-122 inhibitor project, cell-based, single point, plate reader; Huh7 miR-122 Renilla luciferase sensor, 48 h; neutral wells = 0, positive control = 100; activation (reporter increase), % at 12.5 µM; 0.3% of 340,000 active;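 active means mean replicate activation score at least 90 and every replicate individually at or above 90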;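 further: higher luciferase means less miR-122 activity so hits act as miR-122 inhibitors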
# C2C12 statin = suppressors of statin myotoxicity in C2C12 myotubes, primary screen, cell-based, single point, plate reader; C2C12 myotubes + simvastatin, ATP luminescence, 48 h; scaled: DMSO 0, geranylgeraniol control 100; rescue of ATP level, % at 7.49 µM; 0.78% of 330,000 active;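 active means mean ATP rescue above about 67%, or every replicate alone reaching that limit, limit read from the data, passing the limit was not always enough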;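 further: myotubes were challenged with 10 µM simvastatin during compound exposure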
# INS-1E GSIS act = GLuc luminescence reporter in INS-1E cells, primary screen for activators of glucose-dependent secretion of insulin; INS-1E GLuc reporter insulin secretion, 2-3 h; activation, % at 16.6 µM; 0.61% of 370,000 active;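 active means lowest replicate activation of at least 40%, so every replicate reaches that level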;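 further: 0% = median of neutral control wells and 100% = median of IBMX positive control wells; some compounds called inactive have numbers as strong as hits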
# Cneo AK release = Cryptococcus neoformans cell lysis inducers, primary screen, AK release luminescence, single concentration; C. neoformans lysis, adenylate kinase release luminescence, 4 h; normalised: neutral wells 0, clomiphene wells 100; AID 651654, 2012; 0.2% of 360,000 active; lysis activity, % at 15 µM;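 active means mean lysis activity across replicates of at least 80%, whatever share of replicates individually reach that level; inactive means mean lysis activity below 80%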
#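 Material – log-phase Cryptococcus neoformans yeast cells · Input – 5 × 10^6 yeast cells/mL · Medium – fresh YPD growth medium · Doses – single compound concentration per well · Timing – static 4 h at 37 °C with compound, 1 h detection · Detection – adenylate kinase release luminescence · Read-out – signal increase indicating cell lysis · Control set – Clomiphene as positive lysis control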
# FN deposition inh = inhibitors of fibronectin matrix deposition, primary screen, AH1F cells, Alexa488-fibronectin fluorescence, plate reader; AID 743247, 2014; AH1F fibroblasts, overnight; 0.086% of 350,000 active; inhibition, % at 12.6 µM;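 active means mean inhibition across replicates of 30% or more, regardless of how many single replicates reach that level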;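 further: positive control wells lacked labelled fibronectin entirely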
#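 Material: AH1F fibroblast monolayer depositing Alexa488-labelled fibronectin into matrix / Amount: 10000 AH1F cells per well / Signal: fluorescence 485/525 nm / Medium: DMEM, 2% serum / Compound: single dose, pinned / Incubation: 1 h cell adhesion before compound, then overnight fibronectin incubation / Reagent: Alexa488-FN, 24 nM final / Read-out: inhibition of fibronectin deposition signal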
# * hit, by the source's call; nt = not tested or not shown; & = joins results of further samples; [ ] = remark or other dose.
SMILES,PglD DTNB,PGC1a acetyl inh,F508del corr,miR122 inh,C2C12 statin,INS-1E GSIS act,Cneo AK release,FN deposition inh
Cc1c(C(=O)NCCC2=CCCCC2)oc2ccc(S(=O)(=O)N3CCC4(CC3)OCCO4)cc12,1.1,nt,nt,22.3,nt,nt,0.6,-27.7
Cc1nn(Cc2c(F)c(F)c(F)c(F)c2F)c(C)c1NC(=O)c1nn(C)cc1[N+](=O)[O-],0.6,16.2,nt,-2.7,-8.0,nt,10.1,nt
COC(=O)[C@H](Cc1ccccc1)NC(=O)NCCc1ccc(F)cc1,-8.3,3.6,2.6,-6.2,6.9,-28.4,2.1,7.3
C[C@H](CO)N1C[C@H](C)[C@@H](CN(C)S(=O)(=O)c2cn(C)cn2)Oc2ncc(C3=CCCCC3)cc2C1=O,-0.2,-29.5,-3.2,-3.5[16.7 µM],12.9,-0.2,-1.6,-1.2
CCCCC1Cc2[nH]c(=S)[nH]c(=O)c2C(c2ccc(Cl)cc2)O1 (stereo not drawn),2.0,0.1,-1.5,4.3,3.8,nt,-0.3,0.1
Cc1ccc(/C=C/c2nnc(-c3ccc(C)cc3)o2)cc1,-0.6,-2.2,nt,28.4,-4.4,26.9,0.5,nt
COc1ccccc1CN1C(=O)c2ccncc2C1=O,3.1,-14.3,0.5,-16.7,3.4,11.3,-1.5,nt
CCn1c(N)c(C(=O)NC2CCCCC2)sc1=S,0.5,8.8,nt,13.1,-22.0,nt,3.0,nt
O=C(Nc1ccc(CN2CCOCC2)cc1)c1cc(Cl)ccc1Cl,5.5,nt,-2.6,nt,-1.1,0.0,-5.6,5.6
CCOCCCn1cnc2c(c1=O)c1nc3ccccc3nc1n2-c1ccccc1,-0.7,-5.3,-2.6,-3.7,-16.9,6.0,-1.0,nt
O=C(O)c1cc(-c2ccccc2)n(-c2ccccc2C(=O)O)n1,-2.4,-0.8,nt,-4.0,5.2,-6.7,-0.7,2.5
O=c1[nH]c(COc2ccc(Br)cc2Cl)nc2ccccc12,-2.6,0.0,2.6,-10.3,-0.7,-4.3,-0.7,0.5
Cc1ccc(S(=O)(=O)N(CC(=O)NCc2ccco2)c2ccccc2C)cc1,5.8,nt,-2.6,6.5,7.4,-48.9,0.3,4.3
CCn1c(SCC(=O)NCc2ccccc2)nnc1-c1c[nH]c2ccccc12,-4.3,-0.9,nt,2.8,13.8,-12.1,-1.8,-1.2
C[C@@H]1CN([C@H](C)CO)C(=O)Cc2cc(NC(=O)C3CCCCC3)ccc2O[C@H]1CN(C)Cc1ccc2c(c1)OCO2,3.0,-3.3,-1.2,1.6[16.7 µM],18.4,0.1,-0.9,nt
CC(C)NC(=O)C1CCN(Cc2cccc(Oc3ccccc3)c2)CC1,-3.7,-4.9,-2.2,-6.5,0.9,-0.5,5.0,-6.2
C[C@H](O)C#Cc1cnc2c(c1)C(=O)N([C@H](C)CO)C[C@H](C)[C@H](CN(C)C(=O)Cc1ccncc1)O2,3.4,11.1,3.6,0.7[16.7 µM],-4.0,24.2,1.0,-13.2
O=C(C[C@H]1C[C@H]2c3cc(NC(=O)NC4CCCCC4)ccc3O[C@H]2[C@@H](CO)O1)NCc1ccccn1,-0.1,-2.0,0.1,6.0[16.7 µM],1.6,17.2,6.2,nt
C[C@H](CO)N1C[C@H](C)[C@@H](CN(C)C(=O)NC2CCCCC2)Oc2ccc(NC(=O)Nc3cccc4ccccc34)cc2C1=O,-4.8,0.1,-1.0,-2.8[16.7 µM],-9.4,-10.7,-2.1,15.6
CCCCCSc1nnc2c(n1)OC(C)N(C(C)=O)c1ccccc1-2 (stereo not drawn),-7.5,2.0,1.8,2.5,-13.6,3.0,-0.9,-4.2
O=C(CCN1C(=O)[C@@H]2Cc3ccccc3CN2C1=O)NCc1ccccc1Cl,nt,1.5,-1.6,-4.7,7.1,3.2,nt,-1.0
Cc1cccc(NC(=O)CCCC(=O)OC(C)C(=O)c2ccccc2)c1 (stereo not drawn),5.7,8.3,-2.7,-0.2,-6.5,4.7,0.1,7.4
CCC(C)[C@H](NC(=O)N1CC(=O)Nc2ccccc21)C(=O)N1CCC(C(=O)O)CC1 (stereo partly drawn),2.4,nt,2.1,nt,-33.5,2.0,-7.2,13.0
Cn1c(=O)n(Cc2ccccc2Br)c2ccccc21,0.9,-7.2,1.6,nt,0.3,50.3*,0.6,-1.1
O=C(Nc1ccccc1)C1=C[C@@H](C2CC2)C[C@@H](OCCCCO)O1,-1.6,3.5,3.9,-1.4,7.9,27.0,-3.1,-7.4
C[C@H]1CN([C@@H](C)CO)C(=O)c2cc(NS(=O)(=O)c3ccccc3)ccc2O[C@H]1CN(C)S(=O)(=O)c1cccs1,-1.3,-1.1,-0.3,-5.5[16.7 µM],54.0,-8.9,1.6,nt
CSc1cccc(NC(=O)N2CCCC(CNS(=O)(=O)Cc3ccccc3)C2)c1 (stereo not drawn),-1.3,5.6,0.1,nt,-4.6,9.7,0.9,7.5
Cc1cc(C(=O)Nc2ccc3c(c2)OCO3)no1,2.7,nt,1.5,-3.2,-2.3,-3.7,-1.5,nt
CC(C)N(Cc1ccccc1)C(=O)COC(=O)c1c(F)cccc1F,-0.4,0.5,2.5,-3.4,-0.3,8.4,0.3,-3.2
Cc1cc(NC(=O)c2c(F)c(F)c(F)c(F)c2F)no1,2.7,-0.6,nt,-3.7,-7.3,10.7,3.4,-8.9
COCCCN1CC23C=CC(O2)C(C(=O)OC)C3C1=O (stereo not drawn),2.4,3.4,nt,-1.9,-9.1,nt,-1.0,nt
C[C@@H]1CN([C@H](C)CO)C(=O)c2cc(NC(=O)Nc3ccc4c(c3)OCO4)ccc2O[C@@H](C)CCCCO[C@H]1CN(C)C(=O)c1ccccc1,2.9,-0.6,2.0,-19.2[16.7 µM],nt,-2.9,-0.6,nt
c1ccc(CSc2nnc(NC3CCCCC3)s2)cc1,-2.0,nt,1.8,nt,nt,nt,3.8,0.5
CC(=O)c1ccc(NC(=O)CN2CCN(S(=O)(=O)c3ccc4c(c3)OCCO4)CC2)cc1,1.8,-8.5,2.0,-2.8,1.5,-6.3,-3.4,nt
CCCNC(=O)[C@H]1[C@H](CO)[C@H]2Cn3c(cccc3=O)[C@@H]1N2C(=O)NCCC,0.7,nt,-0.2,1.7[16.7 µM],-14.5,10.9,-1.7,nt
Cc1nnc(SCc2cccc([N+](=O)[O-])c2)s1,nt,-7.9,-0.5,-10.3,17.2,13.9,nt,2.1
C[C@H](CO)N1C[C@H](C)[C@H](CN(C)S(C)(=O)=O)Oc2ncc(-c3ccc(F)cc3)cc2C1=O,-0.1&4.2,-1.1&-3.9,-1.8&-0.5,10.2&11.8[16.7 µM],-8.3&-8.4,0.6,-0.9&0.0,-0.9
Cc1cc(C)c(C)c(OCCn2ccnc2)c1,-1.0,-10.9,5.6,1.7,-14.0,8.5,6.1,-0.9
C[C@@H]1CN([C@@H](C)CO)C(=O)c2cc(/C=C/c3ccccc3)cnc2O[C@@H]1CN(C)C(=O)c1ccccc1,-1.4,10.8,-5.3,-8.5[16.7 µM],28.8,-24.4,-1.1,7.4
CC(=O)NC(C)(c1ccccc1)c1nc(-c2ccc(S(C)(=O)=O)cc2)cs1 (stereo not drawn),11.1,-17.3,-2.4,1.4,-6.6,2.2,0.1,1.5
COC(=O)c1cccc(NC(=O)c2ccc(S(=O)(=O)N(C)c3ccccc3OC)cc2)c1,-1.0,-7.0,-2.5,-0.5,-1.0,nt,-5.7,6.0
CN(C)C(=O)C[C@@H]1C=C[C@@H](NC(=O)Nc2cccc(F)c2)[C@@H](CO)O1,-0.1,-10.2,3.3,nt,-1.6,2.4,-3.1,-3.3
CC1CN(S(=O)(=O)c2cccc(C(=O)OC(C)C(=O)NC3CCCCC3C)c2)CC(C)O1 (stereo not drawn),0.7,nt,1.7,-3.7,nt,3.3,-0.6,1.0
O=C(CNS(=O)(=O)c1cccs1)NCc1ccccc1,1.0,-8.8,1.6,-1.2,1.2,-0.5,1.3,-7.9
CC1=NN(c2ccc(C)cc2C)C(=O)C1C(c1ccccc1O)C1C(=O)N(c2ccc(C)cc2C)N=C1C (stereo not drawn),-1.1,nt,nt,15.5,nt,13.8,-1.2,2.8

# Continued; it opens with the 4 that closed the last part.
SMILES,PglD DTNB,PGC1a acetyl inh,F508del corr,miR122 inh,C2C12 statin,INS-1E GSIS act,Cneo AK release,FN deposition inh
CN(C)C(=O)C[C@@H]1C=C[C@@H](NC(=O)Nc2cccc(F)c2)[C@@H](CO)O1,-0.1,-10.2,3.3,nt,-1.6,2.4,-3.1,-3.3
CC1CN(S(=O)(=O)c2cccc(C(=O)OC(C)C(=O)NC3CCCCC3C)c2)CC(C)O1 (stereo not drawn),0.7,nt,1.7,-3.7,nt,3.3,-0.6,1.0
O=C(CNS(=O)(=O)c1cccs1)NCc1ccccc1,1.0,-8.8,1.6,-1.2,1.2,-0.5,1.3,-7.9
CC1=NN(c2ccc(C)cc2C)C(=O)C1C(c1ccccc1O)C1C(=O)N(c2ccc(C)cc2C)N=C1C (stereo not drawn),-1.1,nt,nt,15.5,nt,13.8,-1.2,2.8
CC(C)[C@H](NC(=O)[C@@H]1CSC2c3ccccc3C(=O)N21)C(=O)N1CCCCC1 (stereo partly drawn),-0.3,13.6,-1.0,5.1,8.0,-7.1,1.8,-8.0
C[C@@H]1CN([C@@H](C)CO)C(=O)c2cccc(NC(=O)c3ccncc3)c2O[C@@H]1CN(C)C(=O)Nc1ccc(C(F)(F)F)cc1,-1.7,7.8,-0.6,-2.0[16.7 µM],20.2,-5.4,3.7,nt
CCC1=C(OC(=O)N(CC)CC)N2C(=O)OC(=NCCOC)[C@]2(Cc2ccccc2)[C@H]2C1=CC[C@H]1C(=O)N(CC(=O)OC)C(=O)[C@H]12,-0.2,-3.5,-8.5,11.0,15.3,-11.1,-0.7,-2.0
CCN(CC)S(=O)(=O)c1ccc(N2CCOCC2)c(NC(=O)CN2C(=O)NC(C)(c3ccccc3)C2=O)c1 (stereo not drawn),-4.3,nt,1.4,nt,nt,-18.4,4.5,-5.0
CCNC(=O)NC(=O)CSc1ccc(NC(C)=O)cc1,5.0,5.5,nt,-4.3,nt,nt,0.8,nt
Cc1cc(C)nc(Nc2n[nH]c(-c3ccc(N)cc3)n2)n1,-0.9,-3.8,nt,-2.8,1.7,nt,0.8,8.3
CN(C)Cc1ccc(-c2nc3cccc4c3n2CCNC4=O)cc1,-0.4,nt,-2.0,nt,9.6,-11.9,-0.7,-8.8
O=C(c1ccc2c(c1)OCO2)N1CC[C@@H]2[C@@H](CO)Nc3ccc(-c4ccc(F)cc4)cc3[C@@H]21,0.6,19.2,-2.1,34.6[16.7 µM],9.0,5.0,-6.6,0.6
CC(C)CNC(=O)COC(=O)c1cncc(Br)c1,1.7,5.6,nt,-5.0,nt,nt,0.8,-1.8
O=C(c1ccc(Cl)cc1)N1CCn2c1nc1ccccc12,2.1,-3.5,-0.3,-6.1,7.3,3.9,3.6,3.3

# High-throughput results: PubChem, Broad Institute
